Screens (PubChem)
SENP7 inh – blocks the human protease SENP7; Q9BQF6; recombinant SENP7, Z-RLRGG-aminoluciferin luminescence, 40 min; inhibition, % at 5 µM; 330,000 compounds, 1.5% hits; AID 434973;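 active = inhibition above about 50% at the single test dose, limit read from the data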;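 note: plate controls were DMSO with enzyme for no effect and no enzyme buffer wells for full effect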
APOBEC3G inh – APOBEC3G (human) deaminase inhibition. inhibition, % at 20 µM. recombinant A3G, ssDNA deamination FAM/TAMRA fluorescence. Q9HC16. AID 493012. 330,000 compounds, 0.28% hits;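 active = inhibition of at least 40% at 20 µM, with no more than 30% in the related APOBEC3A deaminase screen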;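 note: plate controls were DMSO wells with A3G for no effect and wells lacking A3G enzyme for full effect; some compounds called inactive have numbers as strong as hits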
Target sequence (Q9HC16 whole entry, looked up): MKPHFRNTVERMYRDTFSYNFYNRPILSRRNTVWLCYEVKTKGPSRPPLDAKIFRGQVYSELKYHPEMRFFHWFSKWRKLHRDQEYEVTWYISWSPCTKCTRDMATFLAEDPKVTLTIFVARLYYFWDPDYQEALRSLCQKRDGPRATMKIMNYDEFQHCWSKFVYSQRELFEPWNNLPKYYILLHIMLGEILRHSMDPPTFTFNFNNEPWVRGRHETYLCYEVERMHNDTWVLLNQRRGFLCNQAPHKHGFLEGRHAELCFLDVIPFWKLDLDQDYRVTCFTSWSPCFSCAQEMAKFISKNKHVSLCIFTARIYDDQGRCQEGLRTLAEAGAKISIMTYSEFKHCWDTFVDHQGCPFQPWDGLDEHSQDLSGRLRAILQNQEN
SENP8 block-1 – SENP8 (human) protease inhibition; Q96LD8; recombinant SENP8, Nedd8 substrate fluorescence; inhibition, % at 20 µM; 360,000 compounds, 0.64% hits; AID 602440; in the data active = inhibition mostly above about 40%, no sharp cut-off; inactive = mostly below about 27%
Target sequence (Q96LD8 whole entry, looked up): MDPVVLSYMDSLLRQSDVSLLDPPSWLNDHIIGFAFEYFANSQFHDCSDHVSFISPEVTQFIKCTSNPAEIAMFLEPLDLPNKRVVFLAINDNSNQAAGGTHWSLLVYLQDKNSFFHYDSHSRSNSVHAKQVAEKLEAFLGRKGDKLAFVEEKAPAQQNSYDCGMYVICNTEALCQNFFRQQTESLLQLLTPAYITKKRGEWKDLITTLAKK
SENP6 block – blocks the human protease SENP6; inhibition, % at 10 µM; 330,000 compounds, 1.8% hits; Q9GZR1; Recombinant SENP6 catalytic domain, aminoluciferin luminescence;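 active = inhibition above about 50% at the single tested dose, limit read from the data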;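 note: plate controls were DMSO wells with enzyme for no effect and DMSO wells lacking enzyme for full effect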
Apaf1 inhib – inhibitors of human Apaf-1 apoptosome; O14727; reconstituted apoptosome caspase-3 activity, DEVD-Rh110 fluorescence; inhibition, % at 20 µM; 330,000 compounds, 0.71% hits; AID 489030; active = inhibition of at least 40% at 20 µM;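 note: plate controls were DMSO wells for no effect and DEVD-CHO caspase inhibitor wells for full effect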
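System – cell-free apoptosome with Apaf-1, procaspase-3 and caspase-9 · Buffer or medium – pH 7.5 Hepes buffer with CHAPS, BSA, DTT · Also added – cytochrome c with DEVD-Rh110 · Times – 30 min compound preincubation, 50 min activation, room temperature · Technique – Rh110 fluorescence intensity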
UBC13 inh – blocks human UBC13 polyubiquitin chain formation. P61088. AID 485273. TR-FRET. 330,000 compounds, 0.47% hits. inhibition, % at 20 µM; in the data active = inhibition above about 45%, passing the limit was not always enough
Target sequence (P61088 whole entry, looked up): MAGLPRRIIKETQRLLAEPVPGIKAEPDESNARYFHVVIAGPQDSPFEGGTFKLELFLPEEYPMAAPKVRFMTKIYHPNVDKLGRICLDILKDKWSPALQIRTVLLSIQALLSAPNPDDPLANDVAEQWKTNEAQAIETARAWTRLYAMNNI
SENP8 block-2 – blocks the human protease SENP8 | inhibition, % at 10 µM | AID 2540 | purified SENP8, Z-RLRGG-aminoluciferin cleavage, luminescence | 330,000 compounds, 1.2% hits; in the data active = inhibition above about 50%
SENP1 inh – inhibitors of human SENP1 SUMO protease catalytic domain | Q9P0U3 | AID 624204 | inhibition, % at 10 µM | recombinant SENP1 catalytic domain, CyPet-SUMO1-YPet FRET cleavage | 360,000 compounds, 0.21% hits;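 active = inhibition at least 30% at 10 µM, raw YFP signal under a set limit, fluorescence ratio 0.5 to 1.5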;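 note: 0% = enzyme with DMSO and 100% = no enzyme wells; some results filed as inactive read as strong as hits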
Target sequence (Q9P0U3 419-644 limits assumed): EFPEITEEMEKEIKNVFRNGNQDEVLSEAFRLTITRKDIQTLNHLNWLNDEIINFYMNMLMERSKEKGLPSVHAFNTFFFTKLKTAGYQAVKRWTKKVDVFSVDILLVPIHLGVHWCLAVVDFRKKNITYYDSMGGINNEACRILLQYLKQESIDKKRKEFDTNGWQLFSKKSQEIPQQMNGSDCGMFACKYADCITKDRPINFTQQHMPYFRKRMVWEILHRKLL
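Compound: 10 µM single point, 0.5% DMSO; Test system: hSENP1 catalytic domain, recombinant; Timing: 50 min reaction at room temperature; Technique: FRET, CFP and YFP emission; Control set: no-enzyme wells low, DMSO-plus-enzyme wells high control.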
The depositor's hits bear a star; nt = no result given; & = joins results of further samples.

Below each SMILES – SENP7 inh	APOBEC3G inh	SENP8 block-1	SENP6 block	Apaf1 inhib	UBC13 inh	SENP8 block-2	SENP1 inh
> O=C(O)CSCC(=O)Nc1ccc(Cl)cc1C(F)(F)F
 : 10	-1	7	3	4	2	7	2
> CCCCNC(=O)N(C)c1nncnc1C(=O)NC
 : -6	-4	15	-8	-4	3	2	2
> CC(C)[C@H](NC(=O)c1ccc(C(C)(C)C)cc1)C(=O)Nc1nnc(C2CC2)s1
 : 1	-5	12	-7	3	-15	-4	0
> CCc1nnc(NC(=O)C(=O)NCCOC(=O)c2ccccc2)s1
 : 2	0	6	-5	-12	-4	4	0
> CCN1C(=O)[C@H]2[C@H]3CN=C(SCC(=O)c4ccccc4)N3[C@@](CC)(C(=O)OC)[C@H]2C1=O
 : 4	2	6	nt	4	nt	nt	2
> NC(=O)Nc1ccc(C(=O)OCC(=O)N(Cc2ccccc2)C2CCS(=O)(=O)C2)cc1 (stereo unspecified)
 : -7	-7	14	-23	-4	-1	1	0
> O=S1(=O)CCOCCCN1Cc1ccccc1
 : 0	-5	10	0	-3	3	4	-1
> Cc1cc(C)n2nc(SCC(=O)c3ccc[nH]3)nc2n1
 : -4	-3	-2	-19	-4	6	1	-1
> Cc1ccc(NC(=O)/C(=C/c2cccc(Br)c2)NC(=O)c2ccco2)cc1
 : 6	3	15	-2	-2	-2	0	-16
> CCN1C(=O)/C(=C2/Sc3ccccc3N2CC)S/C1=N\c1ncn[nH]1
 : -8	-11	10	-15	-5	2	-7	-44
> CCOC(=O)N1CCC(N(CCOC)C(=O)Nc2ccc(Cl)cc2)CC1
 : 7	-4	7	12	-2	6	-1	2
> Cc1ccc(Cl)cc1NC(=S)N(CCCN1CCOCC1)Cc1ccco1
 : 13	1	13	4	1	-3	8	-1
> COc1ccc(OCCSc2nc(N)cc(=O)[nH]2)cc1
 : 5	-10	20	-30	6	12	-3	2
> Cc1ccc(N2C(=O)c3ccc(C(=O)N4CCN(c5ccccc5F)CC4)cc3C2=O)cc1
 : -10	-3	12	-22	33	0	-9	1
> CC(C)(OC(=O)c1cccs1)c1cc2ccccc2c(=O)o1
 : 1	-7	6	-4	6	3	-3	1
> CC1CCCCC12NC(=O)N(CC(=O)Nc1sc3c(c1C(N)=O)CCC3)C2=O (stereo unspecified)
 : -9	14	-14	-19	5	-14	0	-9
> COc1cc(NC(=O)C2=C(N3CCOCC3)/C(=C\c3ccc(Cl)cc3Cl)CC2)cc(OC)c1OC
 : 5	-2	-5	5	-5	-10	8	-16
> COc1ccc(S(=O)(=O)N2CCC(C(=O)Nc3ccc(F)cc3)CC2)c2cccnc12
 : -2	-3	3	10	2	-4	-3	1
> CC(C(=O)NNS(=O)(=O)c1cccc(C(F)(F)F)c1)n1nnc(N2CCOCC2)n1 (stereo unspecified)
 : -7	-10	22	-23	9	-3	-5	0
> COc1ccc(/C=C(\NC(=O)c2ccc(OC)cc2)C(=O)NC(CCSC)C(=O)O)cc1 (stereo unspecified)
 : 0	-4	-1	-1	-4	-8	4	-8

Molecules from the list above that contain a furan ring, fused or not:
Below each SMILES – SENP7 inh	APOBEC3G inh	SENP8 block-1	SENP6 block	Apaf1 inhib	UBC13 inh	SENP8 block-2	SENP1 inh
> Cc1ccc(NC(=O)/C(=C/c2cccc(Br)c2)NC(=O)c2ccco2)cc1
 : 6	3	15	-2	-2	-2	0	-16
> Cc1ccc(Cl)cc1NC(=S)N(CCCN1CCOCC1)Cc1ccco1
 : 13	1	13	4	1	-3	8	-1

Additional compounds
Below each SMILES – SENP7 inh	APOBEC3G inh	SENP8 block-1	SENP6 block	Apaf1 inhib	UBC13 inh	SENP8 block-2	SENP1 inh
> COc1cccc2cc(/C(C)=N/Nc3nc(-c4cc(C)ccc4C)cs3)c(=O)oc12
 : 9	-6	-91	1	10	-12	8	-5
> CCOc1ccc(/C=N/NC(=O)c2c(C)n(C)c3ccc(OC)cc23)cc1
 : 3	-3	-31	8	6	-4	2	-1
> Cc1cc(O)ccc1Nc1nc(-c2cccs2)cs1
 : -3	-1	6	70*	-1	1	70*	4
> COc1ccc(-c2coc3cc(OC(=O)N4CCOCC4)ccc3c2=O)cc1
 : 6	-5	-15	-3	-9	4	-3	2
> COC(=O)c1cc(OC)c(OC)cc1NC(=O)c1ccc(C)o1
 : 5	-7	-51	6	-8	-1	-3	0
> O=C1COc2ccc(S(=O)(=O)Nc3ccc4c(c3)OCO4)cc2N1
 : -3	-5	5	13	2	-2	0	0
> Cc1cccc(NC(=O)CCn2c(=O)oc3ccccc32)c1
 : -4	-10	10	-7	5	-2	-13	2
> O=C(c1csc2c1CCCC2)N1CCN(c2ncccn2)CC1
 : 3	-3	-2	-14	-6	3	0	0
> CC1CN(C(C)C(=O)NNC(=O)c2ccc(F)cc2)CC(C)O1 (stereo unspecified)
 : -1	-1	-2	-15	1	-15	-4	3
> CC(=O)NC12CC3CC(C1)CC(C(=O)Oc1ccc(N(C)S(=O)(=O)c4cc(C)ccc4C)cc1)(C3)C2
 : -12	-6	7	-12	30	-6	-4	1
> Cc1cccc(C)c1OCC(=O)N=Nc1c(O)[nH]c2ccc(Br)cc12
 : -1	-5	16	14	-6	-15	-3	0
> CCOC(=O)c1cc(OC(=O)c2ccccc2)n(-c2ccccc2)n1
 : 5	-8	-4	-29	-16	-2	2	2
> O=C(CSc1ccc(-c2ccco2)nn1)NC1CCCCC1
 : -8	3	-21	-5	-3	7	4	-1
> Cc1ccc(Cn2ncc3c(NCCN(C)C)ncnc32)cc1
 : 0	-2	5	-5	2	2	-1	0
> CCN(CC(=O)NC1CCS(=O)(=O)C1)C(=O)c1ccc(S(=O)(=O)N(CC)CC)cc1 (stereo unspecified)
 : -1	-2	11	7	-5	-10	15	1
> CC(C)=N/N=C1\NC(=O)C(C)S1 (stereo unspecified)
 : 3	-8	2	-14	-11	3	-1	-2
> O=C(OCC#CCSc1nnc(-c2cccc3ccccc23)o1)c1cnc[nH]1
 : 7	-3	-172	0	12	-8	1	1
> Cc1ccc(NC(=O)C(C)Sc2nc3nc(C)cc(C)n3n2)cc1 (stereo unspecified)
 : 1	-8	22	-9	-5	-7	-7	1
> Cn1nnnc1SCc1nc2ccccc2[nH]1
 : -9	5	6	-5	2	-1	-21	4
> CCN(CC)C(=S)SCc1csc(CC(=O)Nc2ccccc2C)n1
 : -4	-7	-2	2	22	6	8	-16

Marked active in SENP8 block-2, of those listed so far:
Structure | SENP7 inh | APOBEC3G inh | SENP6 block | UBC13 inh | SENP8 block-2 | SENP1 inh
Cc1cc(O)ccc1Nc1nc(-c2cccs2)cs1 | -3 | -1 | 70* | 1 | 70* | 4

Carrying on:
Below each SMILES – SENP7 inh	APOBEC3G inh	SENP8 block-1	SENP6 block	Apaf1 inhib	UBC13 inh	SENP8 block-2	SENP1 inh
> COc1ccc(CN2CCNC(=O)C2CC(=O)NCc2ccc(C)s2)c(OC)c1 (stereo unspecified)
 : 6	-4	-17	3	-4	5	3	-8
> CCCC(=O)Nc1ccccc1NC(=O)CCC
 : -5	-7	7	-4	-2	-5	-4	-2
> COc1ccc(Cl)cc1N(CC(=O)Nc1ccccc1C(=O)N1CCOCC1)S(C)(=O)=O
 : 1	-9	-5	5	-7	8	4	0
> COc1cccc2c1OCC/C2=N\NC(=O)C(C)Oc1ccc([N+](=O)[O-])cc1 (stereo unspecified)
 : -3	-2	15	-3	4	2	0	1
> COc1cnc(-c2ccccc2)nc1Sc1ccccc1
 : 4	9	7	-7	18	5	-8	2
> CCc1cc2c(=O)n(N)c(CCC(=O)O)nc2s1
 : 12	-5	13	-4	-17	-12	-2	1
> O=Cc1c(Cl)nc2ccccn2c1=O
 : 4	-6	-164	7	-13	0	11	-19
> O=C(C[n+]1ccn(-c2ccccc2)c1)c1ccc([N+](=O)[O-])cc1
 : 8	-3	19	17	-31	8	-3	-3
> COc1ccc(C(=O)NCC(c2cccs2)N2CCc3ccccc32)c(OC)c1 (stereo unspecified)
 : 12	-5	11	-14	30	-1	-9	-4
> OCCSc1nc(N2CCOCC2)nc(N2CCOCC2)n1
 : -3	-11	10	2	-11	-3	-5	2
> Cc1ccc(NC(=O)CN2C(=O)N/C(=C/c3ccco3)C2=O)cc1
 : -1	59	-20	-7	17	-13	9	10
> Cn1c2c(c(=O)n(C)c1=O)NC1(N2)C(=O)Nc2ccccc21 (stereo unspecified)
 : -7	-1	-300	-22	2	-82	-7	-27
> COc1cc2c(cc1OC)CN(C(=O)CN1CCN(S(=O)(=O)c3ccccc3)CC1)CC2
 : 0	2	-8	10	-1	1	-2	-1
> O=C(CC12CC3CC(CC(Br)(C3)C1)C2)OCCN1CCCCC1
 : -16	-5	6	-19	0	-2	-10	-1
> Cc1c(N=C2Nc3cccc4cccc2c34)c(=O)n(-c2ccccc2)n1C
 : 5	-9	5&-10	-7	3	-16	8	-30&-18
> CCCCCCSc1ccc([C@H]2N[C@@](Cc3ccccc3)(C(=O)OC)[C@H]3C(=O)N(C)C(=O)[C@@H]23)cc1OC
 : -5	-6	-126	-3	17	7	-1	2
> Cc1ccc(C)c(N2CCN(C(=O)C3CCCN(S(=O)(=O)c4c(C)noc4C)C3)CC2)c1 (stereo unspecified)
 : 3	-7	2	-19	19	12	5	1
> COc1cc(/C=C(\C#N)C(=O)Nc2ccc3c(c2)OCCO3)ccc1O
 : 1	-2	19	-14	-18	-28	-8	-34
> CCOC(=O)c1ccc(/C=C2\c3ccccc3C(=O)N2c2ccccc2)cc1F
 : 7	-5	22	-11	23	-9	-6	2
> CC(=O)Nc1ccc(S(=O)(=O)N2CCN(S(=O)(=O)c3cccs3)CC2)cc1
 : -14	-4	2	-10	4	8	-8	0

Below each SMILES – SENP7 inh	APOBEC3G inh	SENP8 block-1	SENP6 block	Apaf1 inhib	UBC13 inh	SENP8 block-2	SENP1 inh
> CC1(C)C(=O)N(c2ccccc2)C1c1ccccc1O (stereo unspecified)
 : -5	-8	13	-16	2	4	-2	1
> Cc1ccc(C(=O)Nc2nc3ccccc3n2CCN2CCCC2)cc1
 : -2	-7	-59	-33	23	-2	-1	0
> Cc1cc(C(=O)N2CCN(c3cc(Cl)ccc3C)CC2)on1
 : 0	-9	-1	-8	8	4	-2	2
> Cn1cccc1CC(=O)NNC(=O)Nc1ccccc1F
 : 2	-3	9	2	-6	15	-4	-2
> COc1c2c(nc3ccccc13)OC(C(C)(O)COC(C)=O)C2 (stereo unspecified)
 : 9	-4	12	-5	-16	-4	-6	-1
> CC(=O)N1c2ccc(S(=O)(=O)N3CCC(C(=O)NCc4ccccc4)CC3)cc2CC1C (stereo unspecified)
 : -1	-6	6	7	-2	4	-6	1
> CN(CC(=O)Nc1cccc(F)c1)C(=O)c1cc(S(=O)(=O)N(C)C)ccc1N1CCCC1
 : 7	-10	-4	-20	-5	-9	-8	-2
> Cc1cc(C(=O)N2CCC(C(F)(F)F)n3nccc32)on1 (stereo unspecified)
 : 3	9	29	-5	-11	-3	-1	3
> CCOc1ccc(S(=O)(=O)N2CCC(C(=O)NCc3cccnc3)CC2)cc1C
 : -1	-12	12	15	2	2	8	1
> c1ccc2c(N3CCCCC3)nc(N3CCCC3)nc2c1
 : -3	-4	-295	-16	10	-2	-11	-4
> O=C(Nc1cc([N+](=O)[O-])ccc1N1CCCC1)c1cccs1
 : 11	0	14	-15	4	-36	-3	-1
> O=C(Cn1ncc2c([nH]c3ccccc32)c1=O)N1CCCCC1
 : 9	-5	-14	-27	2	-5	-9	-1
> COc1ccc(CC(=O)NNC(=O)CN(C)S(=O)(=O)c2ccc(Cl)cc2)cc1OC
 : 7	8	8	3	5	-9	-3	0
> CCCCCCCCCCCCCCCCn1cc[n+](C)c1
 : 0&-4	-4&-2	15	-24&-23	80*	73*	4&-11	1
> CCOc1ccc(S(=O)(=O)N2CCN(C(=O)c3cc([N+](=O)[O-])ccc3N3CCOCC3)CC2)cc1
 : 7	4	18	11	22	-46	-5	-2
> CSc1nsc(SCC(=O)N2CCN(c3ccccc3)CC2)n1
 : -13	-5	21	-9	17	-12	-11	3
